# SKN-1 block – suppressors of acrylamide-induced Pgst-4::GFP reporter in worms, primary screen, SKN-1 inhibitor project, whole organism, uHTS, GFP/RFP fluorescence ratio, strain VP596. C. elegans VP596 Pgst-4::GFP/RFP ratio, 24 h. inhibition, % at 21.8 µM. actives 0.49% (n = 360,000). AID 624304, 2012;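 active = interference check ratio from 0.5 to 1.5 plus GFP to RFP signal ratio inhibition reaching or exceeding a fixed threshold, cut at about 30% in these data, passing the limit was not always enough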; also: some compounds called inactive have numbers as strong as hits
# bovine MsrA act – bovine MsrA enzyme activators, primary screen, biochemical, absorbance, HTS. Methionine sulfoxide reductase A (Bos taurus). purified bovine MsrA, absorbance read-out. activation, % at 10.6 µM. actives 0.3% (n = 360,000). AID 602163, 2012; in the data active = activation above about 7.5%;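 also: 0% = vehicle and 100% = reference activator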
# Rin1 Abl inh – inhibitors of Rin1-Abl protein binding, primary screen, biochemical, TR-FRET; Tyrosine-protein kinase ABL1 (Homo sapiens) + Ras and Rab interactor 1 (Homo sapiens), …; AID 588664, 2011; inhibition, % at 7.35 µM; actives 0.4% (n = 360,000); in the data active = inhibition above about 5%, passing the limit was not always enough
# MT1-MMP act inh – blockers of MT1-MMP proenzyme processing, primary screen, HT1080 RFP-PRO-GFP cells, GFP/RFP fluorescence | Matrix metalloproteinase-14 (Homo sapiens), P50281 | GFP/RFP ratio fluorescence, overnight; percent of plate control window, DMSO zero | GFP/RFP ratio change, % at 20 µM | actives 0.061% (n = 360,000) | AID 651647, 2012;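 active = GFP/RFP ratio change of at least 30% with cell ATP level not reduced by more than half and red fluorescence within 50% of control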; also: strong numbers were not always called active
#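 Assay system: RFP-PRO-GFP reporter HT1080 cells; read-out basis: GFP/RFP fluorescence ratio; benchmarks: DMSO wells and RFP-L50D-GFP cells; doses: 20 µM single dose, 1% DMSO; schedule: overnight cell settling, then overnight compound exposure, 37 °C, 5% CO2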
# eLon inh – inhibitors of E. coli Lon protease, primary screen, biochemical, fluorescence polarization; P0A9M0; purified E. coli Lon protease; inhibition, % at 7.94 µM; actives 0.42% (n = 360,000); in the data active = inhibition above about 13%, passing the limit was not always enough;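 also: 0% = enzyme with probe and DMSO and 100% = no enzyme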
# Target sequence (P0A9M0 whole entry, looked up): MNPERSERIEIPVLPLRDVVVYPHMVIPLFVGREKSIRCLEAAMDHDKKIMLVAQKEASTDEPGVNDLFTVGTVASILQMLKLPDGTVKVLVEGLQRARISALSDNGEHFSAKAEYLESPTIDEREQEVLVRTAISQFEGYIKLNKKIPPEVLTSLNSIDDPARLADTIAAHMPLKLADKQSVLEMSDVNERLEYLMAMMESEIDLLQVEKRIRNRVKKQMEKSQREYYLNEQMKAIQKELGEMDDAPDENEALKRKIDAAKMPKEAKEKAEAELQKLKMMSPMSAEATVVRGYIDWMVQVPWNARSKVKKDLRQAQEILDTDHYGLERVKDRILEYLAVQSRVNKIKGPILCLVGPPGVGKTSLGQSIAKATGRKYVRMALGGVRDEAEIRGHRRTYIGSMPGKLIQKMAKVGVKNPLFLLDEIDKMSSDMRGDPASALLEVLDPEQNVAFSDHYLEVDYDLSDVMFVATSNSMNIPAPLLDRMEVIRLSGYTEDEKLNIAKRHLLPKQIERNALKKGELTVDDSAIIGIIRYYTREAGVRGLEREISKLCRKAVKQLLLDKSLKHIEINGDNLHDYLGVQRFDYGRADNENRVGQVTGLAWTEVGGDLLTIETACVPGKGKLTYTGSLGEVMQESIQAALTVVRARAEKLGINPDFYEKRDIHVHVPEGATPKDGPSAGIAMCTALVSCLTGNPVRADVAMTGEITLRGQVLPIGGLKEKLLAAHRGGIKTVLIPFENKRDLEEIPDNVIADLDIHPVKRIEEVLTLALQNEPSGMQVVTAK
# Neddyl block – inhibitors of cullin neddylation, primary screen, biochemical, TR-FRET, uHTS, NAE and Ubc12; NEDD8-conjugating enzyme Ubc12 (Homo sapiens) + NEDD8-activating enzyme E1 regulatory …; actives 0.58% (n = 360,000); calls only at 25 µM; AID 651699, 2012; in the data active = inhibition above about 36%
# FAS TE block – FAS thioesterase domain inhibitors, primary screen, biochemical, fluorescence intensity, uHTS. recombinant FAS-TE, OMFH fluorogenic substrate, fluorescence endpoint. inhibition, % at 15 µM. actives 0.67% (n = 360,000);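 active = compounds whose normalised, plate-corrected inhibition of enzyme fluorescence in the single-dose primary screen is 50% or more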;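 also: 0% = DMSO with enzyme and 100% = substrate without enzyme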
# CendR NRP1 mod – modulators of CendR peptide binding to NRP-1, primary screen, biochemical, fluorescence polarization, uHTS; Neuropilin-1 (Homo sapiens), O14786; FAM-RPARPAR peptide binding to NRP-1; inhibition, % at 25 µM; actives 0.85% (n = 360,000); AID 602438, 2012;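 active = inhibition or corrected inhibition above about 18%, plus a signal ratio from 0.5 to 1.5, limit read from the data, passing the limit was not always enough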; also: strong numbers were not always called active
# MsrA inhibitor – bovine MsrA enzyme inhibitors, primary screen, biochemical, absorbance, HTS | Methionine sulfoxide reductase A (Bos taurus) | purified bovine MsrA, absorbance read-out | inhibition, % at 15.5 µM | actives 0.75% (n = 360,000); in the data active = inhibition above about 4.5%;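 also: 0% = vehicle wells with enzyme and 100% = reference inhibitor wells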
# Active calls of the source: *; i = inactive; · = not tested or not shown; + = active, no number.
SMILES,SKN-1 block,bovine MsrA act,Rin1 Abl inh,MT1-MMP act inh,eLon inh,Neddyl block,FAS TE block,CendR NRP1 mod,MsrA inhibitor
COc1ccc(-c2cn(CCO)c(CCN)n2)cc1,-5,0,3,-3,6,i,-11,-3,0.3
Cc1ccc(NC(=O)CCN2CCN(C/C=C/c3ccccc3)CC2)cc1,13,-1,-3,4,-9,i,-6,4,-0.3
COc1ccc(CC(C)NS(=O)(=O)c2ccc3c(c2)CCN3S(C)(=O)=O)cc1OC (centres undefined),-12,-7,3,1,-3,i,-3,0,0.7
COCCN(CC1CCCN(C2Cc3ccccc3C2)C1)C(=O)CSC (centres undefined),-4,-4,2,-2,0,i,-9,-10,0.5
O=S1(=O)CC(O)C(Nc2ccccc2Cl)C1 (centres undefined),-6,-2,1,-4,-6,i,-11,16,0.3
Cc1onc(-c2c(Cl)cccc2Cl)c1C(=O)NCCCN1CCOCC1,-1,-1,1,-2,-9,i,-4,2,0.4
Cc1cc(C(F)(F)F)nc(SCCN2CCCCC2)c1C#N,15,-1,-3,-2,3,i,4,-18,0.0
CCC1CCCCN1CCCNC(=O)C1CCC(=O)N1Cc1ccc(C)cc1 (centres undefined),-5,-1,-1,1,12,i,-8,-5,-0.8
CCC(C)(C(=O)NC1CCCC1)N(Cc1cccs1)C(=O)Cc1cccs1 (centres undefined),2,-4,0,-9,1,i,0,19,-0.3
CCNC(=S)N1CCN(CCNC2=CC(=O)CC(C)(C)C2)CC1,11,-2,1,0,-3,i,-9,-7,0.7
CCCN(CCC)Cc1c(C(=O)N/N=C/c2ccncc2)nnn1-c1nonc1N,11,0,-1,2,6,i,-2,-8,-1.5
COC(=O)C(CCSC)NC(=O)c1cccc([N+](=O)[O-])c1 (centres undefined),-10,-4,-5,-2,-5,i,-1,8,-0.3
CC(C)c1nnc(NC(=O)CS(=O)(=O)Cc2ccccc2)s1,15,-5,-3,-10,-11,i,-7,11,-0.4
O=C(COC(=O)c1ccccn1)NNC(=O)c1ccc(Br)cc1,6,-2,0,-1,1,i,-8,10,0.6
COC(=O)c1ccc2c(=O)n(CC3CCCO3)c(=S)[nH]c2c1 (centres undefined),8,-2,0,2,1,i,-4,6,-0.1

# For reference, part of the list above.
SMILES,SKN-1 block,bovine MsrA act,Rin1 Abl inh,MT1-MMP act inh,eLon inh,Neddyl block,FAS TE block,CendR NRP1 mod,MsrA inhibitor
O=S1(=O)CC(O)C(Nc2ccccc2Cl)C1 (centres undefined),-6,-2,1,-4,-6,i,-11,16,0.3
Cc1onc(-c2c(Cl)cccc2Cl)c1C(=O)NCCCN1CCOCC1,-1,-1,1,-2,-9,i,-4,2,0.4

# Returning to the listing, starting 2 compounds before the break.
SMILES,SKN-1 block,bovine MsrA act,Rin1 Abl inh,MT1-MMP act inh,eLon inh,Neddyl block,FAS TE block,CendR NRP1 mod,MsrA inhibitor
O=C(COC(=O)c1ccccn1)NNC(=O)c1ccc(Br)cc1,6,-2,0,-1,1,i,-8,10,0.6
COC(=O)c1ccc2c(=O)n(CC3CCCO3)c(=S)[nH]c2c1 (centres undefined),8,-2,0,2,1,i,-4,6,-0.1
CCN(CC(=O)Nc1cccc(C(C)=O)c1)S(=O)(=O)c1ccc(C)cc1,5,-2,-1,1,-4,i,0,43*,1.2
O=C(O)c1cccc(S(=O)(=O)NCCc2ccccc2)c1,-4,-11,-2,-2,-4,i,-7,5,0.5
O=C1N/C(=N/O)S/C1=C/c1cccc([N+](=O)[O-])c1,4,-4,-1,2,-6,i,0,4,2.9
COc1ccccc1N1CCN(C(=O)CSc2nc3ccccc3nc2N2CCCCC2)CC1,0,2,0,-12,6,i,35,-2,1.2
O=C(O)c1cnn(-c2nc(-c3ccc(F)cc3)cs2)c1C(F)(F)F,3,-1,2,2,-5,i,0,-1,-0.2
CCn1c(Cc2ccc(OC)cc2)nnc1SCC(=O)NC1CCCCC1,-22,-15,1,1,-7,i,-13,5,-0.4
COc1ccc(C2N(C(=O)CN3CCOCC3)CCN2S(=O)(=O)c2ccccc2)cc1 (centres undefined),-3,1,2,-2,0,i,-2,13,1.4
O=C(N1CCCCC1)N1CCN(C(c2ccccc2)c2ccccc2)CC1,1,-10,3,-7,0,i,10,-7,-0.6
COc1ccc(NS(=O)(=O)c2cc(NC(=O)c3cccnc3Cl)ccc2N2CCCC2)cc1,9,-3,0,2,-11,i,17,-11,2.2
Cc1cc(C)c(NC(=O)CNC(=O)COC(=O)CNC(=O)c2ccc(Cl)cc2Cl)c(C)c1,9,-2,-3,7,-6,i,-1,-3,-0.9
CC(C)(C)CC(=O)NCc1ccc(F)cc1,25,1,1,-5,3,i,-3,0,0.2
Cc1cc(NC(=S)Nc2ccc(C)c(Cl)c2)n[nH]1,7,-3,4,-1,-2,i,4,4,-0.2
O=C1N[C@@H](Cc2ccccc2)C(=O)N2[C@H]1C[C@]1([C@]34C[C@H]5C(=O)N[C@@H](Cc6ccccc6)C(=O)N5[C@H]3N(S(=O)(=O)c3ccccc3)c3ccccc34)c3ccccc3N(S(=O)(=O)c3ccccc3)[C@H]21,5,-2,5,1,55*,i,77*,0,1.2
CC(C)C(Cl)=NOC(=O)Nc1ccc(S(N)(=O)=O)cc1,-10,-6,-2,4,6,i,-6,4,0.5
CCC(=O)Oc1ccc(C(=O)Nc2ccc([N+](=O)[O-])cc2)cc1,6,-4,1,2,2,i,2,13,1.6

# Three compounds out of the list above, arranged by the value under Rin1 Abl inh, highest first:
Structure,Rin1 Abl inh
Cc1cc(NC(=S)Nc2ccc(C)c(Cl)c2)n[nH]1,4
COCCN(CC1CCCN(C2Cc3ccccc3C2)C1)C(=O)CSC (centres undefined),2
Cc1cc(C(F)(F)F)nc(SCCN2CCCCC2)c1C#N,-3

# (list continues)
SMILES,SKN-1 block,bovine MsrA act,Rin1 Abl inh,MT1-MMP act inh,eLon inh,Neddyl block,FAS TE block,CendR NRP1 mod,MsrA inhibitor
O=C1C(Cl)=C(Nc2ccc3cn[nH]c3c2)C(=O)c2ccccc21,-7,26*,-5,-17,11,i,34,22,17*
CC(C)(C)OC(=O)N1CCC(C(=O)Nc2cccc(C(=O)NC3CC3)c2)CC1,18,-3,-1,1,-13,i,-8,6,-1.0
COc1ccccc1N1CCN(/N=C/c2ccc(O)cc2O)CC1,3,-3,-1,8,4,i,2,1,0.9
N#Cc1cccc(NC(=O)CSc2nnc(-c3n[nH]c4ccccc34)o2)c1,-5,-2,1,2,-5,i,-32,0,2.4
O=C1OC[C@H]2CCCN2C(=O)[C@@H](CC(=O)N(CCO)Cc2ccccc2)C/C=C\CC[C@@H]1Cc1ccc(F)cc1,-11,-7,4,-4,8,i,-5,2,0.5
Nc1nc2n(n1)C(c1ccc(Cl)cc1)CC(c1ccc(F)cc1)N2 (centres undefined),-12,-1,-3,-2,-1,i,0,8,-0.4
COc1ccc(/C(N)=N/OC(=O)/C=C/c2ccccc2)cc1,5,-10,0,5,10,i,1,10,0.3
C/C(CC(=O)Nc1ccc(Cl)c(Cl)c1)=N\NC(=O)Cc1ccccc1,9,-3,-1,3,-9,i,16,1,0.3
O=C(O)c1cnc2ccccc2n1,37*,1,0,-4,13,i,-4,0,1.9
Cc1nn(C)cc1S(=O)(=O)N1CCN(Cc2cccc(Cl)c2)CC1,5,-3,-2,0,7,i,-1,9,1.2
Cc1ccc(S(=O)(=O)NC(=S)NC2CCCCC2)cc1,-11,-2,0,-1,-1,i,-7,-7,-0.9
NC(=O)C1=C(N)c2ccccc2C1c1ccccc1 (centres undefined),5,-2,-3,5,9,·,-1,8,1.5
OCCC1CN(Cc2cccn2-c2ncccn2)CCN1C1CCCC1 (centres undefined),3,-2,3,-2,-4,i,-6,-2,0.8
O=C(NCc1ccncc1)c1ccc(S(=O)(=O)Nc2ccccc2)cc1,4,-1,-2,-2,-7,i,-4,1,0.5
CCCCn1c(N)c(N(CCC(C)C)C(=O)c2cccc(-n3cnnn3)c2)c(=O)[nH]c1=O,7,-3,2,3,-2,i,7,6,0.3

# Entries of single compounds, looked up by structure. Order of screens: SKN-1 block | bovine MsrA act | Rin1 Abl inh | MT1-MMP act inh | eLon inh | Neddyl block | FAS TE block | CendR NRP1 mod | MsrA inhibitor
# O=C(O)c1cnc2ccccc2n1 in the list: 37* | 1 | 0 | -4 | 13 | i | -4 | 0 | 1.9
# O=C1C(Cl)=C(Nc2ccc3cn[nH]c3c2)C(=O)c2ccccc21 in the list: -7 | 26* | -5 | -17 | 11 | i | 34 | 22 | 17*
# O=C(NCc1ccncc1)c1ccc(S(=O)(=O)Nc2ccccc2)cc1 in the list: 4 | -1 | -2 | -2 | -7 | i | -4 | 1 | 0.5
# Cc1ccc(S(=O)(=O)NC(=S)NC2CCCCC2)cc1 in the list: -11 | -2 | 0 | -1 | -1 | i | -7 | -7 | -0.9
# Nc1nc2n(n1)C(c1ccc(Cl)cc1)CC(c1ccc(F)cc1)N2 (centres undefined) in the list: -12 | -1 | -3 | -2 | -1 | i | 0 | 8 | -0.4

# (cont.)
SMILES,SKN-1 block,bovine MsrA act,Rin1 Abl inh,MT1-MMP act inh,eLon inh,Neddyl block,FAS TE block,CendR NRP1 mod,MsrA inhibitor
O=C(CSc1n[nH]c(=O)n1C1CC1)c1ccc2c(c1)OCCO2,-1,-2,0,2,-5,i,-3,8,-0.2
C1=CC2C3C=CC(C3)C2C1 (centres undefined),3,-3,-2,0,8,i,-7,8,0.8
COc1ccccc1-n1nnnc1SC(C)C(=O)NC1CCCC1 (centres undefined),-7,-3,1,6,1,i,-7,6,1.9
OCC(O)C(O)CC1SCCS1 (centres undefined),1,0,1,2,-3,i,-4,-5,0.9
CCOc1ccccc1NC(=O)COC(=O)C1CCC1,-1,-7,3,2,6,i,-3,6,1.3
Cc1ccc(NC(=O)CN2C(=O)NC3(CCCc4ccccc43)C2=O)cc1S(=O)(=O)N1CCOCC1 (centres undefined),8,-2,2,-2,2,i,2,2,2.5
COc1ccc(OC)c(S(=O)(=O)NCC(c2ccco2)S(=O)(=O)c2ccccc2)c1 (centres undefined),8,-3,3,-4,-18,i,0,-3,-1.3
CCCCN(C)C(=O)CCCCn1c(=O)[nH]c2cc(OCC)c(OCC)cc2c1=O,17,1,0,-2,-5,i,-4,4,-0.3
CN1OC(COC(=O)c2ccccc2)CC1c1ccccc1 (centres undefined),16,-3,-4,0,6,i,0,-6,-2.0
COC(=O)c1c(NC(=O)c2nc3ccccc3s2)sc2c1CCN(C(C)=O)C2,0,0,1,-6,1,i,9,-5,·
COc1ccc(CC(=O)NC(C)c2nnc(SCC(=O)Nc3ccccc3F)n2C)cc1 (centres undefined),-12,-4,-1,2,1,i,1,-1,0.9
COc1ccc(C(c2c(NC(=O)c3ccco3)sc(C)c2C)N2CCOCC2)cc1 (centres undefined),-9,-2,4,2,-7,+,26,-4,-0.4

# Compound activity: PubChem, several laboratories
